# KDM5B inh: inhibitors of human KDM5B histone demethylase. Q9UGL1. KDM5B demethylase, FDH-coupled NADH fluorescence (FDH is formaldehyde dehydrogenase). Potency, µM (titrated, usually from 57.7 µM), for inactives: at the top dose activity change, negative = inhibition, hits mostly inhibitors. 220,000 tested, 2.6% active; active = well fitted inhibition curve with a large enough effect; inconclusive = small, poorly fitted or top-dose-only effect; inactive = no such curve, though single readings can be large or run the other way; also: 0% is about no effect; nearly all actives have a fitted effect of over 70% in size
#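 Coupled FDH/NAD⁺ fluorescence readout. KDM5BΔAP 200 nM final; compound titration, 10 min RT preincubation; substrate mix 12.5 µM H3K4me3, 25 µM 2-OG, 50 µM Fe(II), 100 µM ascorbate, 0.25 mM NAD⁺, 0.25 U/mL FDH; ΔRFU over 30 min.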
# Numbers without * were called inactive; i = inactive; u = inconclusive; [ ] = another dose, or the depositor's remark. Potency is read from the fitted curve at half-maximal effect. Only part of the results is shown; the hit share may differ from the screen's.
KDM5B inh	SMILES
2%	CCn1c(C(=O)NCCc2ccco2)cc2cc(S(=O)(=O)N(C)C)ccc21
35µM*	C[S+](=O)([O-])c1cccc(CN2CC(COc3ccccc3)C3(C2)CN(c2ccccc2)C3)c1 (configuration not stated)
32%	CCOc1ccc(CC(=O)N/N=C/c2cccnc2)cc1OCC
i	COc1ccccc1-c1cc2c(ccn2C)c(C(=O)NCC2CCOCC2)n1
-24%	COc1cc(Cl)c(C)cc1NC(=O)CC1Oc2ccccc2NC1=O (configuration not stated)
13%	CC1(C)CC(=O)C2=C(C1)NC(=O)CC2c1cccc(OCc2ccccc2)c1 (configuration not stated)
11%	Cc1cc(=O)c(C(=O)N2CCN(S(=O)(=O)c3ccc(F)c(F)c3)CC2)nn1-c1ccccc1F
25%	Cn1c(Sc2ncnc3scc(-c4ccccc4)c23)nnc1C(F)(F)F
u	CCn1cc(CN2CCn3c(nnc3[C@@H]3C[C@@H](O)CN3Cc3cccnc3)C2)c(C)n1
-8%	O=C1NCCOCCN(C(=O)COc2ccccc2)[C@H]2CCC[C@@H]12
-19%	CCCCCn1c(CNC(=O)c2ccccc2)nc2ccccc21
14%	O=C(CCNS(=O)(=O)c1cccc2nsnc12)NCc1ccccc1
-28%	CCCSCCCNC(=O)CN1C(=O)CCn2nc(-c3cn(C)c4ccccc34)cc21
12%	CCn1cc(S(=O)(=O)N2CCC3(CC2)CC(OCCOC)CCO3)cn1 (configuration not stated)
2%	Cc1ccc2nc(NC(=O)CSc3ncc(C(=O)Nc4ccccc4)c(=O)n3C)sc2c1
28µM*	O[C@@H]1CCN(c2nccc(C3(c4ccccc4Cl)CCNCC3)n2)C1
-2%	COc1cccc(N2C(=O)N(CC(=O)NCc3cccc(OC)c3OC)c3ccccc3S2(=O)=O)c1
5%	Cc1ccc(OCC(=O)Nc2cccc(-c3nc4ccccc4o3)c2C)cc1C
-9%	COc1ccccc1N(CC(=O)N1CCC(C)CC1)S(=O)(=O)c1ccc(C)cc1
-10%	O=C(NCC(c1cccs1)N1CCOCC1)c1cc(=O)c2ccccc2o1 (configuration not stated)
u	COCC1CN(C)CC12CCN(Cc1ccc(F)cc1F)CC2 (configuration not stated)
u	Cn1c(CNC(=O)CCc2ccnc(N3CCCC3)c2)nc2ccccc21
9%	CCOc1cc(=O)n2c(c1C(=O)Nc1cccc(OC)c1)CCCCC2
-33%[86.2 µM]	Cc1cc2nc(CO[C@H]3CN(Cc4ccccc4F)C[C@H]3F)[nH]c2cc1C
u	Cc1ncc(CN)c(C)c1N
-5%	O=C(CSc1n[nH]c(-c2ccccc2F)n1)Nc1ccc(N2CCCCCC2)cc1
13%	CCCCN1C=C(OC(=O)c2ccccc2OC)c2ccccc2S1(=O)=O
8%[149 µM]	O=Cc1cccc(-c2cc(C(F)(F)F)ccc2Cl)c1
-17%	CCOc1ccc(S(=O)(=O)NCC(c2ccco2)S(=O)(=O)c2ccc(C)cc2)cc1 (configuration not stated)
-8%	NC(=O)Cn1c(=O)n(CCCCCC(=O)NCc2ccc(F)cc2)c(=O)c2sccc21
-9%	Cc1nn(C)cc1CN(C)CC1(O)CCCN(Cc2cccc(F)c2F)C1=O (configuration not stated)
32%[activator][115 µM]	O=C(c1ccc(Cl)cc1)N1CC2(CCNC2)OCc2ccccc21 (configuration not stated)
-23%	CC(C)N[C@@H]1CC[C@@H]1NC(=O)c1ccc(C(F)(F)F)cc1C(F)(F)F
-30%	Cc1ccc(Sc2ccc(C#N)cc2C)cc1C
-22%	COc1ccc(Cn2c(=O)c3oc4ccccc4c3n(CC(=O)Nc3cc(C)cc(C)c3)c2=O)cc1
15%	CCOC1(c2ccccc2)CC1C(=O)N/N=C/c1cccc([N+](=O)[O-])c1 (configuration not stated)
1%	Cc1cc(C(=O)N2CCCCCNC(=O)[C@H]3C[C@H](C(=O)N4CCc5ccccc5C4)C[C@H]32)n(C)n1
12%	COc1ccc(C(=O)OCC(=O)Nc2sccc2C(N)=O)cc1OC
-21%	CN[C@@H](C)c1nc(C2CCOCC2)nn1CC1CCCCC1
1%	CCOC(=O)C1(Cc2ccccc2F)CCCN(C(=O)c2cccs2)C1 (configuration not stated)

# Laid out differently: entries from further up.
smiles | KDM5B inh
Cc1ncc(CN)c(C)c1N | u
O=C(CSc1n[nH]c(-c2ccccc2F)n1)Nc1ccc(N2CCCCCC2)cc1 | -5%
CCCCN1C=C(OC(=O)c2ccccc2OC)c2ccccc2S1(=O)=O | 13%
O=Cc1cccc(-c2cc(C(F)(F)F)ccc2Cl)c1 | 8%[149 µM]
CCOc1ccc(S(=O)(=O)NCC(c2ccco2)S(=O)(=O)c2ccc(C)cc2)cc1 (configuration not stated) | -17%
NC(=O)Cn1c(=O)n(CCCCCC(=O)NCc2ccc(F)cc2)c(=O)c2sccc21 | -8%
Cc1nn(C)cc1CN(C)CC1(O)CCCN(Cc2cccc(F)c2F)C1=O (configuration not stated) | -9%
O=C(c1ccc(Cl)cc1)N1CC2(CCNC2)OCc2ccccc21 (configuration not stated) | 32%[activator][115 µM]
CC(C)N[C@@H]1CC[C@@H]1NC(=O)c1ccc(C(F)(F)F)cc1C(F)(F)F | -23%
Cc1ccc(Sc2ccc(C#N)cc2C)cc1C | -30%
COc1ccc(Cn2c(=O)c3oc4ccccc4c3n(CC(=O)Nc3cc(C)cc(C)c3)c2=O)cc1 | -22%
CCOC1(c2ccccc2)CC1C(=O)N/N=C/c1cccc([N+](=O)[O-])c1 (configuration not stated) | 15%
Cc1cc(C(=O)N2CCCCCNC(=O)[C@H]3C[C@H](C(=O)N4CCc5ccccc5C4)C[C@H]32)n(C)n1 | 1%
COc1ccc(C(=O)OCC(=O)Nc2sccc2C(N)=O)cc1OC | 12%
CN[C@@H](C)c1nc(C2CCOCC2)nn1CC1CCCCC1 | -21%
CCOC(=O)C1(Cc2ccccc2F)CCCN(C(=O)c2cccs2)C1 (configuration not stated) | 1%

# New compounds follow
KDM5B inh	SMILES
u	O=C(NCCCN1CCCC1=O)c1cc(=O)[nH]c2ccccc12
-13%	COc1ccccc1CN1C(=O)C(=O)c2cccc(C)c21
-17%	CC(C)(C)c1ccc(C2CCCN2CC(=O)N2CCCCC2)cc1 (configuration not stated)
-22%	Cc1nc(CC2CCN(C(=O)c3ccsc3)CC2)n[nH]1
-6%	COc1ccc(-c2nc3sc(CCNC(=O)Cc4ccccc4)c(C)n3n2)cc1
-13%	COC(=O)[C@@H](Cc1cccnc1)NC(=O)[C@H]1CN(C(C)=O)CCN1C(=O)N1CCOCC1
-11%	CCNC(=O)N(C1CC1)C1CCOC2(CCN(C(=O)COc3ccc(F)cc3)CC2)C1 (configuration not stated)
u	O=C1c2c(nc(CNCc3ccc4c(c3)OCO4)n2Cc2ccccc2)NCCN1Cc1ccccc1F
u	c1ccc(-c2noc(CCNC3CCC4(CCNCC4)CC3)n2)nc1
11%	CC(C)NC(=O)CCC[C@@H]1[C@H]2CCCN3CCC[C@@H](CN1C)[C@@H]23
12%	O=C(COc1ccc(Cl)cc1Cl)Nc1ccc2oc(=O)ccc2c1
16%	Cc1nc2ccc(Cl)c([N+](=O)[O-])c2nc1C
-14%	CCC(C)OC(=O)c1ccc(-c2ccc(-c3ccc(C(=O)OC(C)CC)cc3)cc2)cc1 (configuration not stated)
17%	O=C(Cc1ccc(F)cc1)N1CCC(c2nc3c(nnn3Cc3ccccc3F)c(=O)[nH]2)CC1
-6%	Cc1ccc(C(=O)CCC(=O)NC2CCCC(C)C2C)cc1 (configuration not stated)
-14%	COc1ccc(N2CC(NC(=O)C(=O)c3c(C)[nH]c4ccccc34)CC2=O)cc1 (configuration not stated)
-20%[86.2 µM]	COCC(=O)NC[C@@H]1C=C(C)[C@H](CC(=O)NCc2ccc(F)cc2)C[C@H]1C(C)C
3%	c1ccc(-c2nc(CSc3nnnn3C3CCCC3)co2)cc1
10%	CCC(CC)c1nnc(NC(=O)c2nn(C)c(=O)c3ccccc23)s1
0%	COC(=O)NCC(c1cccnc1)N1CCN(c2ccc(F)cc2)CC1 (configuration not stated)
6%	O=C(NCc1ccc2c(c1)OCO2)c1cc(=O)c2ccccc2o1
1%	COc1ccc(C2c3c(oc4ccccc4c3=O)C(=O)N2Cc2ccc3c(c2)OCO3)cc1 (configuration not stated)
8%	Cc1ccccc1Cn1c(CN2CCCC(C)C2)nc2c1c(=O)n(C)c(=O)n2C (configuration not stated)
9%	COC(=O)c1ccc(CN2C(=O)[C@@H]3C[C@@H](O)CN3C3(CN(Cc4ccc(F)cc4)C3)C2=O)cc1
-14%	COc1ccc([C@@H](NC(=O)c2sc(C)nc2C)C2CC(O)C2)cn1 (some centres not stated)
-27%[86.2 µM]	CC(C)C1=NOC2(CCN(C(=O)c3ccccc3F)CC2)C1
-23%	Cc1cc(C)c(NC(=S)NCC(C)N2CCCCC2C)c(Cl)c1 (configuration not stated)
-19%	COc1cccc(CNC(=O)C2CCN(S(=O)(=O)c3cn(C)cn3)CC2)c1
u	COc1ccc(CN(C)C(=O)C2CNCCO2)c2cccnc12 (configuration not stated)
-6%	C[S+](=O)([O-])N1CCC2(C1)C(=NC1CCCC1)NC(=O)N2c1cccnc1 (configuration not stated)
-19%	CCOc1ccc(OCC)c(NC(=O)C2CCN(S(=O)(=O)c3ccc4c(c3)CC(C)N4C(C)=O)CC2)c1 (configuration not stated)
-6%	CN1CCN(C(=O)CN(Cc2ccc(Cl)cc2Cl)S(=O)(=O)c2ccccc2)CC1
0%	Cc1ccc(NC(=O)CSc2nc3ccc(NC(=O)CCc4ccccc4)cc3s2)c(C)c1
-15%	COc1ccc(S(=O)(=O)NCCNc2ncnc3c2c(C)nn3C)cc1
8%	COc1ccc(CN2CCCN(CC(=O)Nc3cc(C)ccc3C)S2(=O)=O)cc1
-16%	COc1ccc(C(=O)N2C[C@@H]3C[C@H](C2)c2c(-c4ccc(NC(C)=O)cc4)ccc(=O)n2C3)cc1
u	COc1ccccc1-c1c(C)oc2cc(O)ccc2c1=O
-23%	Cc1ccccc1C(=O)N1CCCN(c2cc(-c3ccccc3)[nH]n2)CC1
u	O=c1c2c(CO)c(-c3ccccc3)nn2ccn1Cc1ccccc1Cl
-7%	O=C(CCCc1nc2ccccc2s1)Nc1cccc(C(F)(F)F)c1
-5%	O=C(Nc1cccc(C(F)(F)F)c1)N[C@H]1[C@H](O)[C@@H](Sc2ccccc2)[C@@H]2OC[C@H]1O2
11%	CCNc1c(NC(=O)c2ccc3c(c2)OCO3)c(=O)oc2ccccc12
-30%	Cc1ccc(Cn2cc(S(=O)(=O)c3ccc(Cl)cc3)c(=O)c3cc4c(cc32)OCO4)cc1
12%	C1=C(c2cccs2)CC(c2cccs2)=NN=C1c1cccs1
-28%	COc1ccc(-c2ccc(=O)n(CC(=O)NCc3cccnc3)n2)c(F)c1
14%	CC(C)(C)c1cc(/C=N/NC(=O)C[n+]2ccccc2)cc(C(C)(C)C)c1O
-2%	Cc1ccccc1NC(=O)CN1C(=O)C(c2ccccc2)=NC12CCCCCC2
28µM*	COc1ccc(-c2noc([C@@H](C)NC(=O)c3nc4ccccc4[nH]3)c2C(=O)O)cc1
12%	Cc1ccc(NC(=O)/C=N/OCC(=O)Nc2c(C(C)C)cccc2C(C)C)cc1
-10%	O=C(NC(C1CC1)C1CC1)c1n[nH]c(=O)c2ccccc12

# More compounds follow.
KDM5B inh	SMILES
-10%	O=C(OCC(=O)N1CCCCC1)c1ccc(F)cc1
10%	COc1ccc(C(=O)OC(C)C(=O)NC(C)CCc2ccccc2)cc1OC (configuration not stated)
10%[86.2 µM]	COc1ccc(CC(=O)Nc2ccc([C@@H](O)[C@H]3COCC(=O)N3C)cc2)cc1
-4%	Oc1ccc(Cc2ccccc2)cc1
32µM*	CCCCCNC(=O)Cc1csc2nc(C)c(-c3cc(C)n(-c4cccc(C)c4C)n3)c(=O)n12
u	CCCc1cc(=O)oc2cc(OC(C)C(=O)NCc3cccnc3)ccc12 (configuration not stated)
-7%	CCC(=O)Nc1c(-c2ccccc2)c(=O)c2ccccc2n1C
25µM*	COc1cccc(-c2cc3c(=O)n(CCNC(=O)c4cc(Cl)ccc4F)ccn3n2)c1
-13%	CC(C)c1nn2c(=O)cc(COC(=O)c3cccc(NC(=O)c4cccs4)c3)nc2s1
0%	O=C(NC1CCN(Cc2ccccc2)CC1)C1CCCN(c2cnc3nccnc3c2)C1 (configuration not stated)
6%	O=C(Nc1ccc(Cl)c(Cl)c1)c1n[nH]c(=O)c2ccccc12
14%	Cc1ccc(NC(=O)Cn2c(-c3ccc4c(c3)OCO4)cn(-c3ccccc3)c2=O)cc1C
0%	COc1cc(OC)c(Nc2nc3ccccc3nc2NS(=O)(=O)c2ccc(C)cc2)cc1Cl
6%	CCOc1ccccc1Nc1nc(-c2cccc(Cl)c2)c2c(n1)-c1ccccc1OC2
u	COc1cc(F)ccc1-c1cnc2n[nH]c(-c3ccccc3)c2n1
0%	CC(Oc1ccccc1)C(=O)Nc1cnc(-c2cccc(Cl)c2)nc1 (configuration not stated)
-12%	CC(C)CN1CCC(N2CC(Oc3cccc(C(=O)N4CCCC4)c3)C2)CC1
u	O=C(O)Cn1nc(N2CCN(c3ccccc3)CC2)ccc1=O
u	CCOC(=O)C(C)Oc1ccc2c(CC)cc(=O)oc2c1C (configuration not stated)
12%	CCOC(=O)N1CCC(NC(=O)c2ccc(Cl)cc2)CC1
-15%	COc1ccc(CNC(=O)CC[C@]23CC[C@](C)(O)C[C@H]2C(C)(C)C[C@@H]3NC(=O)c2cccc(F)c2)cc1
-1%	O=C(NC1CCc2nnc(C3CC3)n2CC1)c1cccs1 (configuration not stated)
10%	Cc1[nH]c2ccccc2c1C(=O)C(C#N)C(=O)C1CC1 (configuration not stated)

# Bioassay records (PubChem)
